From PubChem BioAssay
Cardiac RTF inh – cardiac RTF calcium desensitization | inhibition, % at 7.15 µM | IANBD-labeled cardiac RTF, Ca2+ fluorescence | 340,000 tested, 0.12% active | P19429+P45379;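 active = inhibition above the mean inhibition of all tested compounds plus 3 SD, cut at about 17% in these data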;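 also: assay run at fixed EC70 calcium of 1.6 mM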
Keap1 Nrf2 FP – disrupts human Keap1 binding to Nrf2 peptide | Q14145 | inhibition, % at 9.4 µM | AID 504523 | Keap1 Kelch-Nrf2 peptide fluorescence polarization, 1536-well | 340,000 tested, 0.15% active; in the data active = inhibition above about 12%;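 also: human Keap1 Kelch domain with fluorescein labeled Nrf2 9mer peptide probe; 0% = neutral control wells and 100% = peptide positive control; higher means more block of Keap1 binding to Nrf2 peptide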
Target sequence (Q14145 whole entry, looked up, the tested form may be a part): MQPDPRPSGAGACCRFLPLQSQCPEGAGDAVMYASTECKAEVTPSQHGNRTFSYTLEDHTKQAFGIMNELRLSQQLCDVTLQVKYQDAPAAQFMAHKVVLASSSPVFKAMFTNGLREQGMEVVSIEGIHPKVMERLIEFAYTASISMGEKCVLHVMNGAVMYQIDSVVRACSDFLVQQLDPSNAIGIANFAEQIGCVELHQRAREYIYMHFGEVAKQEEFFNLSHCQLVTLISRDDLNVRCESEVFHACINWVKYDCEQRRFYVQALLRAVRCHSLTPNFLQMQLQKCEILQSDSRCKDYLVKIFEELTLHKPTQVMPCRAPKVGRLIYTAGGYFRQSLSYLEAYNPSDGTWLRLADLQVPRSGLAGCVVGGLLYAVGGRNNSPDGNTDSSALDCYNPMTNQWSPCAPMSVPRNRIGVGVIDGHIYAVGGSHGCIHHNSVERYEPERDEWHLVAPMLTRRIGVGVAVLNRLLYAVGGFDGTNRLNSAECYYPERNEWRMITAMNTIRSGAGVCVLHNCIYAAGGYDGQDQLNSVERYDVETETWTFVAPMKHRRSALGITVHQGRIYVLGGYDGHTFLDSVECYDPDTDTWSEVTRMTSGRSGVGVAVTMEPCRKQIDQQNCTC
CAL-PDZ inh HTS – CAL PDZ (human) peptide binding inhibition; Q9HD26; purified CAL PDZ, TMR-peptide fluorescence polarization, 1 h; inhibition, % at 24.9 µM; 300,000 tested, 0.92% active; AID 602252;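 active = mean inhibition of at least 30% with at least half of replicates also reaching 30%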;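 also: 0% = DMSO neutral control and 100% = excess unlabeled competitor peptide PRC23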
OPRM1-OPRD1 inv – inverse agonist of human OPRM1-OPRD1 heterodimerization. P35372+P41143. cell-based MOR-DOR heterodimer luminescence, inverse agonism. 340,000 tested, 0.21% active. inhibition, % at 9.3 µM; in the data active = inhibition above about 22%, passing the limit was not always enough;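 also: 0% = cells with DMSO and 100% = wells without cells with DMSO; values of inactives mirror those of a sister screen read the other way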
HTR5A inv ctr – counter-screen for OPRM1-OPRD1 inverse agonists: human HTR5A inverse agonism. P47898. HTR5A cell line, luminescence. inhibition, % at 9.3 µM. 340,000 tested, 0.083% active; in the data active = inhibition mostly above about 23%, no sharp cut-off; inactive = mostly below about 18%;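 also: 0% = cells with DMSO and 100% = no-cell wells with DMSO; some compounds called inactive have numbers as strong as hits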
Target sequence (P47898 whole entry, looked up): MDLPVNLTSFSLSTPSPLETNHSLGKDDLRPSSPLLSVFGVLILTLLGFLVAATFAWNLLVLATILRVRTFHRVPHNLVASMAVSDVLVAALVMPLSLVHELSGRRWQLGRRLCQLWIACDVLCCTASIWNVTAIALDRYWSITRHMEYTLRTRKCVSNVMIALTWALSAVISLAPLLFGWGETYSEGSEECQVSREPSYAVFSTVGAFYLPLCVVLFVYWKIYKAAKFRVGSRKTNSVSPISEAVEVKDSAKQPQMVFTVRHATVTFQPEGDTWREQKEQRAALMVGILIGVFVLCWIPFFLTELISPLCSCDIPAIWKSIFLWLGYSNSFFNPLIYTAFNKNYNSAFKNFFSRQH
HTR5A ag – HTR5A agonism, opioid heterodimer counter-screen; P47898; HTR5A agonist assay, luminescence, cell-based; activation, % at 9.3 µM; 340,000 tested, 0.61% active; AID 504692; in the data active = activation mostly above about 9.5%, no sharp cut-off; inactive = mostly below about 7.6%;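 also: 0% = cells with vehicle only and 100% = reference agonist; strong numbers were not always called active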
V-ATPase pH – alters yeast V-ATPase proton transport; response, % at 10 µM; 350,000 tested, 0.37% active; AID 504577; S. cerevisiae, pHLuorin cytosolic pH fluorescence; in the data active = response mostly above about 7.3%, no sharp cut-off; inactive = mostly below about 5.4%; also: actives read high; inactives centre near 0; some compounds called inactive have numbers as strong as hits; reference of the scale not given here
cardiac RTF act – increases calcium sensitivity of human cardiac regulated thin filaments; AID 493008; activation, % at 7.2 µM; P19429+P45379; 340,000 tested, 0.24% active; IANBD-labeled TnC RTF fluorescence at EC20 calcium; 0% EC20 calcium, 100% full calcium;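 active = activation above the mean over all tested compounds plus 3 SD, cut at about 30% in these data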;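 also: rise in fluorescence read as greater calcium sensitivity of cardiac thin filaments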
LANA DNA inh – blocks KSHV LANA C-terminal domain binding to DNA; MBP-C-LANA/FAM-LBS DNA binding, fluorescence polarization; inhibition, % at 9 µM; 340,000 tested, 0.078% active; AID 504423;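 active = highest replicate inhibition at or above 60% at 9 µM, even if other replicates fall short; inactive = all replicates below 60% inhibition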;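 also: 0% = neutral control wells and 100% = 4 µM acridine orange control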
OPRM1-OPRD1 ag – agonists of human mu-delta opioid receptor heterodimerization. P35372+P41143. cells, OPRM1-OPRD1 heterodimerization, luminescence. activation, % at 9.3 µM. 340,000 tested, 0.3% active. AID 504326; in the data active = activation above about 18%;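 also: 0% = vehicle-treated cells and 100% = reference agonist; values of inactives mirror those of a sister screen read the other way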
Starred values were filed as active, the others as inactive; · = not tested or not shown.

Sequence of screens – OPRM1-OPRD1 inv	Cardiac RTF inh	OPRM1-OPRD1 ag	HTR5A ag	CAL-PDZ inh HTS	V-ATPase pH	HTR5A inv ctr	cardiac RTF act	Keap1 Nrf2 FP	LANA DNA inh
[1] COc1ccc(C(O)c2coc3ccc(O)c(CN(C)C)c23)cc1 (configuration not stated)
→ 7	-5	-1.1	2	-3	-3	-5	2	1	-1.0
[2] O=C(NCc1ccco1)C1CCCN(S(=O)(=O)c2cc(Cl)ccc2Cl)C1 (configuration not stated)
→ 2	-1	-0.6	-1	-4	0	4	0	-6	-0.6
[3] Cc1ccc2cc(C)c3nnc(SCc4ccc(C(=O)O)cc4)n3c2c1C
→ 13	-8	-2.5	7	-1	-3	-22	2	-2	0.0
[4] COc1ccc(CNC(=O)C2CCC(CNS(=O)(=O)c3ccc(C)cc3)CC2)cc1 (configuration not stated)
→ -1	7	0.2	-3	-9	-3	11	1	-3	-0.2
[5] O=C(CCS(=O)(=O)c1ccc(Cl)cc1)N1CCCc2ccccc21
→ -6	1	1.1	5	-7	-1	-1	-5	-4	-1.8
[6] Clc1cccc(N2CCN(Cc3ccc(Br)o3)CC2)c1
→ -15	-1	3.3	2	2	-2	-8	-4	3	5.4
[7] Cn1c(=NC(=O)c2ccco2)sc2ccccc21
→ 11	-14	-2.1	-6	·	-3	14	1	3	0.1
[8] C/C(=N\Nc1ccccn1)c1ccc(C#N)cc1
→ -2	-15	0.4	-4	1	-1	11	2	0	-1.0
[9] COc1cc(C(=O)NCCCCCCNC(=O)c2cc(OC)c(OC)c(OC)c2)cc(OC)c1OC
→ 0	-1	0.1	-1	0	-2	3	-10	0	-0.2
[10] COc1cc(/C=C/C(=O)O)cc(OC)c1O
→ -3	6	0.5	-1	-1	-2	11	-3	1	1.9
[11] CCN(CC)C(=O)CSc1nc2c(sc(=S)n2-c2ccccc2OC)c(=O)n1-c1ccccc1
→ 13	-1	-2.9	-1	-4	1	3	2	5	-1.0
[12] COc1cccc(C2=CC(=O)CCC2)c1
→ 0	2	-0.1	-5	-5	7	-17	6	-1	-0.6
[13] COC(=O)C1=CN(C(C)C)C=C(C(=O)OC)C1c1cc(Br)c(OC)c(OC)c1
→ -1	-4	0.1	2	0	1	-4	8	-1	0.9
[14] CN(c1ccc(OCC(=O)OCC(=O)Nc2c(F)c(F)c(F)c(F)c2F)cc1)S(=O)(=O)c1ccc(F)cc1
→ -5	3	0.9	1	-1	-1	-1	6	-8	-2.5
[15] CN(CC(=O)Nc1cccc(F)c1)C(=O)c1ccccc1OCCOc1ccccc1
→ -2	-1	0.3	-5	-1	-3	13	5	-6	0.2
[16] CC1COc2ccccc2N1C(=O)c1ccc(Cl)nc1 (configuration not stated)
→ 10	4	-1.9	2	-4	0	-2	1	-7	-1.5
[17] Cc1cc2nc(-c3ccccc3O)[nH]c2cc1C
→ -54	5	10	0	·	-3	-1	2	-1	0.0
[18] CN1N=C(C(F)(F)F)CC1=O
→ 8	-10	-1.5	-1	15	2	2	-3	1	-1.1
[19] O=C(NCc1nc(-c2ccccc2)no1)Nc1ccc(F)cc1
→ -6	-1	0.8	3	-3	-8	-9	-6	2	1.2
[20] Cc1nn(C)cc1C(C(=O)NC1CCCCC1)N(Cc1ccc(F)cc1)C(=O)c1cnccn1 (configuration not stated)
→ ·	·	·	·	2	0	·	·	-4	-0.2
[21] COc1ccc(Oc2nc(C)cc(C)c2S(C)(=O)=O)cc1
→ 8	-2	-1.4	-2	-4	-12	-1	8	-3	-1.5
[22] O=C1CC(N2CCSCC2)C(=O)N1c1ccccc1 (configuration not stated)
→ 11	-10	-2.2	2	-4	2	27	4	-4	-1.4
[23] CCSc1ccccc1C(=O)Nc1nc2ccccc2c(=O)[nH]1
→ 16	-16	-2.8	-1	-9	0	4	1	-9	-0.7
[24] Cc1cccc(CN2[C@@H](CC(C)C)COCCS2(=O)=O)c1
→ -7	-6	1.4	0	1	-3	6	-4	3	4.0
[25] Cc1ccc(Oc2ccc(Cl)cc2NC(=O)c2ccc(F)cc2F)cc1
→ -25	10	3.9	1	-2	0	-2	-9	-3	0.4
[26] Cc1ccc(NC2=NCC(Cc3ccc(Br)cc3)S2)cc1 (configuration not stated)
→ -43	-19	6.0	-1	1	2	2	-2	-8	0.9
[27] C=C(CC[C@@H](O)C(C)(C)O)[C@H]1CC[C@]2(C)[C@@H]1CCC1[C@@]3(C)CC[C@H](O)C(C)(C)C3CC[C@]12C (some centres not stated)
→ 7	-5	-1.2	2	0	4	-24	-1	-2	1.4
[28] O=C(CCCN1C(=O)/C(=C/c2cccs2)SC1=S)Nc1ccc(O)cc1
→ 12	-4	-2.3	-2	-6	-1	5	-7	2	0.5
[29] O=C(c1ccccc1)N(CCO)Cc1cc2cc3c(cc2[nH]c1=O)OCCO3
→ 7	-1	-1.4	0	-2	0	-8	0	-3	1.0
[30] Cc1ccc(NC(=O)c2cc(NC(=O)CCC(=O)O)ccc2N2CCCCC2)cc1
→ 4	-6	-0.7	-2	-4	2	-6	-2	-6	-0.3
[31] CC1=NN(c2ccccc2)C(=O)C1C(=O)c1ccc([N+](=O)[O-])cc1 (configuration not stated)
→ 1	-15	-0.2	0	-6	-1	1	2	-2	1.1
[32] CC(OC(=O)C12CCC(=O)N1c1ccccc1S2)C(=O)Nc1cccc(Cl)c1 (configuration not stated)
→ -6	2	1.5	2	·	0	16	1	-3	-0.8
[33] N#Cc1c(N)n(CCc2ccc(F)cc2)c2nc3ccccc3nc12
→ -3	0	0.6	1	-4	2	8	-7	-1	-1.0
[34] CCCCNC(=O)Cc1c(OC)ccc2cc(Br)ccc12
→ 4	-3	-0.7	6	-3	-2	34	6	-8	-0.4
[35] O=C(c1ccncc1)N1N=C(c2ccc(Br)cc2)CC1c1ccccc1O (configuration not stated)
→ -15	0	2.3	6	-1	0	4	0	-2	0.4
[36] COc1ccc(C(=O)/C=C/c2cn(CN3CCN(C)CC3)c3ccccc23)cc1
→ -16	2	3.0	4	-1	0	-11	0	-5	0.3
[37] Cc1ccccc1CSc1nnc(-c2ccco2)n1Cc1ccco1
→ 14	-3	-2.7	1	·	-1	8	3	-7	0.7
[38] O=C(COc1ccc(S(=O)(=O)NC2CCCCC2)cc1)NC1CC1
→ -2	2	0.4	-1	-2	-3	-15	-7	-3	1.0
[39] CN(CCc1ccccc1)Cc1nc(-c2cnccn2)no1
→ 0	-14	0.1	-1	4	1	2	2	0	0.6
[40] CCc1nnc(NC(=O)Cc2cccs2)s1
→ 2	-12	-0.4	-1	2	-1	15	0	-5	0.6
[41] CC(C)C(NC(=O)C1CCCCC1)C(=O)NC1=NCCS1 (configuration not stated)
→ 13	4	-2.6	-2	-1	3	8	-6	-2	-0.6
[42] O=c1cc(-c2cccs2)oc2ccc(Cl)cc12
→ -1	-7	0.2	0	-2	4	-1	-1	-6	-0.4
[43] CCOc1[nH]n(-c2ccccc2)c(=O)c1C=Nc1ccc(Cl)cc1
→ 4	-3	-0.7	3	2	2	-5	7	-2	-1.4
[44] O=C(Nc1cccc(NC(=O)c2ccc(F)cc2)c1)c1ccc(F)cc1
→ -10	4	2.1	1	0	1	-3	-1	-4	2.8
[45] CC(OC(=O)C1CC1)C(=O)Nc1ccc([N+](=O)[O-])cc1Cl (configuration not stated)
→ 15	0	-3.2	-3	-1	1	8	-5	2	-1.4
[46] O=C(OCC(=O)N1CCCc2ccccc21)c1cccc(C(F)(F)F)c1
→ -18	5	3.4	-2	1	3	20	-11	2	-1.3
[47] Cc1nn(C)c(C(=O)N/N=C/c2cccnc2)c1Cl
→ 7	-2	-1.4	4	-5	-4	-10	-5	1	-0.1
[48] CC(=O)c1ccc2c(c1)C1C=CCC1C(C(=O)O)N2 (configuration not stated)
→ ·	·	·	·	-3	1	·	·	21*	114*
[49] O=C(Nc1cc(Cl)ccc1O)C1CC(c2ccccc2O)=NO1 (configuration not stated)
→ -26	-6	5.5	2	-2	4	-9	-1	-3	-2.1
[50] Cc1ccc(-c2cn(-c3ccc(OC(F)F)cc3)c3[n+]2CCCCC3)cc1
→ 3	-7	-0.7	3	·	-2	-32	4	4	0.8
[51] O=C(/C(=C(\[O-])c1ccccc1)[n+]1ccc2ccccc2c1)c1ccccc1
→ -9	-14	1.4	0	-1	1	-7	-4	1	1.5
[52] CC(C)(C)c1ccc(C(=O)NCCN2CCOCC2)cc1
→ 8	2	-1.6	-2	·	0	-2	3	-5	1.4
[53] N=c1sccn1CC(=O)NC(=O)NC1CCCC1
→ 15	-10	-2.8	3	0	-4	-12	5	-2	0.2
[54] CCCCNc1c(-c2ccc(OC)c(SC3CCCCC3)c2)nc2cnccn12
→ -37	-9	6.3	17	-1	0	-47	3	-4	-0.7
[55] CC(=O)Nc1cccc(C(=O)N/N=C/c2cccnc2)c1
→ 13	-1	-2.6	-2	-5	-1	16	6	-4	-0.3
[56] CCn1c2ccc(F)cc2c2nnc(NN)nc21
→ 13	-14	-2.5	4	-3	3	20	-8	-3	-0.1
[57] Cc1[nH]nc2c1C(c1ccc3c(c1)OCO3)C(C#N)=C(N)O2 (configuration not stated)
→ 14	-5	-2.4	-3	1	-3	-12	13	-5	-2.3
[58] CC(C)(C)NC(=O)CSc1nnc(Cc2ccccc2)n1CC1CCCO1 (configuration not stated)
→ 9	-7	-1.6	2	-4	-1	-13	-8	0	-0.9
[59] COc1ccc(C(=O)COC(=O)CCN2C(=O)C3C4C=CC(C5CC45)C3C2=O)cc1 (configuration not stated)
→ -7	1	1.3	6	-3	0	-16	-1	5	0.2
[60] O=C1OCC(c2ccccc2)=C1c1ccccc1
→ -18	-14	2.2	4	-5	-3	1	0	-1	-0.2
[61] Fc1ccc(CNc2ncnc3c2cnn3-c2ccccc2)cc1
→ -21	3	5.1	9	-2	4	10	-1	-1	1.9
